Screening data deposited in PubChem by several laboratories.
GSK3B inh: human GSK3beta kinase inhibitors, primary screen, biochemical, cell-free homogeneous, HTS. 300,000 tested, 0.038% active. AID 2097, 2009. GST-GSK3beta kinase, ADP-Glo luminescence, 60 min; stronger effect = lower value. activity score (negative = inhibition), % at 10 µM;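 active means more than half of replicate wells score below -50%, meaning over 50% inhibition versus plate controls; inconclusive means some replicates but at most half score below -50%; inactive means no replicate scores below -50%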;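 further: 0% = median DMSO wells and -100% = median GW8510 positive control wells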
Target sequence (P49841 whole entry, looked up): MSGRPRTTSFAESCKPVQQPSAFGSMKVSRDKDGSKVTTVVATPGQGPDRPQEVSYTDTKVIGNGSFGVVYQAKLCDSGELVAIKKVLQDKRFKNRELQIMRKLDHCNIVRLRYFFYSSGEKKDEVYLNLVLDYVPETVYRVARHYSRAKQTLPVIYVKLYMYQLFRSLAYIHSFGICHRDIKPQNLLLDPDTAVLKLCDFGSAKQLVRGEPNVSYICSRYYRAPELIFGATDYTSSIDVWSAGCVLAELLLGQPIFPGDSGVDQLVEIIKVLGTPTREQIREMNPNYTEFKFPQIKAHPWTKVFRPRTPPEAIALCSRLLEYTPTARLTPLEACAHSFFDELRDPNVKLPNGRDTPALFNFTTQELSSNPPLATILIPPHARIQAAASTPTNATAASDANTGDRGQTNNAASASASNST
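Test system: GST-tagged human GSK3beta kinase, cell-free; evaluation: activity score scaled between in-plate DMSO and GW8510 controls; measured by: ADP-Glo luminescence; incubation: 60 min reaction, RT; benchmarks: DMSO and 20 µM GW8510; reagent: peptide substrate plus 25 µM ATP (final); medium: Tris/MgCl2 kinase buffer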
Dyrk1A ADPGlo: rat Dyrk1A kinase inhibitors, primary screen, biochemical, single point, plate reader; Dual specificity tyrosine-phosphorylation-regulated kinase 1A (Rattus norvegicus), Q63470; ADP-Glo luminescence, NFATc1 peptide; inhibition, % at 12.5 µM; 310,000 tested, 0.43% active; in the data active means inhibition above about 50%;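 further: plate controls were vehicle with enzyme for no effect and no enzyme for full effect; many of its hits are not listed in these tables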
HDAC3 inh: HDAC3 deacetylase inhibitors, primary screen, biochemical, fluorescence, cell-free homogeneous; inhibition, % at 8.3 µM; 320,000 tested, 0.15% active; recombinant HDAC3, fluorogenic peptide/trypsin coupled; in the data active means inhibition above about 26%, passing the limit was not always enough; inconclusive means no clear call, values can overlap the other calls
HSP90 inh: HSP90 inhibitors, primary screen, cell lysate, luminescence; Heat shock protein HSP 90 (rabbit reticulocyte lysate; luciferase refolding); Rabbit reticulocyte lysate, luciferase refolding luminescence, 3 h; inhibition, % at 5.6 µM; 290,000 tested, 0.91% active; AID 1789, 2009;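 active means inhibition above the screen-wide mean plus 3 SD, computed separately per campaign, cut at about 16% in these data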;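 further: 0% = DMSO wells and 100% = 60 µM geldanamycin wells; inhibitors lower the luminescence because luciferase stays unfolded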
AI-2 QS modul: Vibrio harveyi AI-2 quorum sensing modulators, primary screen, JMH597 strain, luminescence/OD600 ratio | activity change, % at 7.5 µM | 300,000 tested, 0.4% active | Vibrio harveyi JMH597 AI-2 luminescence/OD600 ratio, 9 h; stronger effect = lower value; strain lacks LuxN and CqsS sensors; 0 = neutral-control median; in the data active means activity change below about -75%, passing the limit was not always enough; inconclusive means no clear call, values can overlap the other calls;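 further: luminescence divided by OD600 gain over 9 h not by final OD600 alone; inactives centre near 13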
GSK3 alpha inh: blockers of GSK3A enzyme activity – biochemical, luminescence, cell-free homogeneous, HTS, primary screen; GSK-3 alpha kinase, ADP-Glo luminescence, 60 min; inhibition, % at 10 µM; 320,000 tested, 0.1% active; AID 2650, 2010;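 in the data active means inhibition above about 50%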;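 further: GST-tagged GSK-3 alpha with peptide substrate and 25 µM ATP; 0% = DMSO neutral wells and 100% = GW8510 positive control wells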
Target sequence (P49840 whole entry, looked up): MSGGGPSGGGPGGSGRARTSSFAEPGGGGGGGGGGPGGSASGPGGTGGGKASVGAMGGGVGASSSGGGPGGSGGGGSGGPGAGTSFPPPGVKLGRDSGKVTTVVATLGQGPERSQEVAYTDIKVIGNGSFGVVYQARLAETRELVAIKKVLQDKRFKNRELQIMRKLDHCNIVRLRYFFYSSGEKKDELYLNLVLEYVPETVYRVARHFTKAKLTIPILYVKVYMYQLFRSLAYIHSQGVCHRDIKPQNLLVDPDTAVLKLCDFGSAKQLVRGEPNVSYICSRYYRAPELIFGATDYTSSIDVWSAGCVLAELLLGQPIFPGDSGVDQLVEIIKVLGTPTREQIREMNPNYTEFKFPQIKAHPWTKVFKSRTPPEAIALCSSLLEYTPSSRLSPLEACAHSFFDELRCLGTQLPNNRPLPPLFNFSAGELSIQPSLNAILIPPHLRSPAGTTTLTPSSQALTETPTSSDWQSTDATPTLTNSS
PolyA inh: polyadenylation inhibitors in yeast reporter cells, primary screen, luminescence, S. cerevisiae; calls only at 12 µM; 300,000 tested, 0.02% active; S. cerevisiae SKY197-pL101 polyadenylation reporter, beta-gal luminescence; efflux-impaired pdr1/pdr3 knockout yeast; score 100 = 6 SD above DMSO;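 active means lowest replicate activity score at least 50, where 100 means six control SD above control mean; inconclusive means lowest score under 50 but half or more replicates reach 50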;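 further: yeast exposed to compound for 9 h at 30 °C; higher score means more reporter readthrough which indicates perturbed polyadenylation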
HSF1 activator: HSF-1 activators, primary screen, NIH3T3-HGL cells, MG132 stress, luminescence, single point. activation, % at 9 µM. 300,000 tested, 1.7% active. NIH3T3-HGL HSF-1 luciferase reporter, 8 h; 100% = twice DMSO control signal;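 active means mean replicate activation of at least 50% with a set share of replicates each reaching 50%; inconclusive means only one of those two conditions met; inactive means mean below 50% and too few replicates reaching it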;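 further: 0% = median of the neutral control wells and 100% = twice that signal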
HSF1 inh: HSF1 inhibitors in luciferase reporter cells, primary screen, cell-based, NIH3T3, luminescence. AID 2098, 2009. 300,000 tested, 0.77% active. activity change, negative = inhibition, % at 7.5 µM (by protocol). NIH3T3-HGL HSE-luciferase, MG132-induced, luminescence 8 h; stronger effect = lower value;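 active means more than half of replicate wells show activity change below -50%, luminescence cut by over half; inconclusive means some wells, but at most half, below -50%; inactive means no replicate well below -50%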;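 further: luciferase reports HSF-1 transcriptional activity via heat shock element; 0% = median of DMSO wells and -100% = zero luminescence signal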
Platelet DG rel: inhibitors of platelet dense granule secretion, primary screen, cell-based, MLPCN, human platelets; 300,000 tested, 0.22% active; AID 1663, 2009; human platelet-rich plasma, SFLLRN dense granule ATP release, luminescence; inhibition, %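 (compounds screened at 7.5 µM in platelet-rich plasma)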;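 active means mean replicate score, as percent of positive control, at or above 50; inconclusive means mean below 50 but at least one replicate at or above 50; inactive means mean and every replicate below 50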
The depositor's hits bear a star; i = inactive; u = inconclusive; x = no result given. The list is partial; count on the stated rates, not on these rows.

AI-2 QS modul	HSF1 inh	HSP90 inh	GSK3B inh	HDAC3 inh	Platelet DG rel	Dyrk1A ADPGlo	GSK3 alpha inh	PolyA inh	HSF1 activator	smiles
-1.8	-0.2	-0.2	0.9	2.4	16.7	7.3	-3.2	i	17.8	COc1cccc(-n2c(CN3CCN(c4ccccn4)CC3)nc3ccc([N+](=O)[O-])cc3c2=O)c1
x	x	2.8	x	0.2	x	0.5	-1.9	x	x	CSc1nc2nccc(-c3ccc(Oc4ccccc4)cc3)n2n1
-2.1	-2.3	2.3	0.0	-0.4	28.2	1.2	-1.8	i	-12.5	Cc1cccc(-c2nc3c(c(SCC(=O)N4CCCC4)n2)COC(C)(C)C3)c1
4.0	-7.1	-2.8	1.0	1.3	3.9	4.2	-2.1	i	2.0	Nc1cc(S(=O)(=O)Nc2ccc(Cl)cc2)ccc1N1CCOCC1
14.4	0.3	0.7	2.4	0.7	-1.8	0.2	0.0	i	18.1	CCOc1ccc(NC(=S)NCCCN2CCN(c3ccc(OC)cc3)CC2)cc1
27.6	x	0.2	3.0	7.9	-16.0	4.8	-0.9	i	x	C/C(=N\NC(=S)NC1CCCCC1)c1c(F)cccc1F
-79.3*	-2.5	4.8	-11.2	-3.8	3.4	26.4	4.8	i	3.9	O=C(Nc1cc(-c2ccccc2)[nH]n1)c1ccccc1
-3.0	-3.6	6.7	3.7	-0.1	17.1	-1.3	-1.5	i	-6.0	CN(CCOc1ccccc1)C(=O)C1CCN(C(=O)c2ccc(F)cc2)CC1
14.2	-5.3	-0.9	-5.6	-7.3	2.5	10.2	13.4	i	-9.6	O=C(CSc1nc2ccccc2n1CC(=O)N1CCCC1)Nc1nccs1
15.3	-68.3*	7.1	3.0	-2.7	5.8	-2.1	-23.0	i	-71.1	COC(=O)C1=C(C(=O)OC)[C@@H]2N(Cc3ccccc3)c3ccccc3[C@@]23C[C@@H](C(=O)OC)N(C(=O)c2ccc(Br)cc2)C3=N1
2.7	-11.6	-4.0	2.5	-1.2	-4.1	-0.3	-1.7	i	-5.1	C/C(=N/NS(C)(=O)=O)c1ccc2ccccc2c1
-1.9	-1.6	10.9	0.0	-0.1	9.2	3.6	-2.2	i	4.8	O=C(Nc1ccc(F)cc1)c1ccc2ncsc2c1
18.7	-4.6	2.2	-3.2	x	5.9	x	-2.8	i	-0.6	CC(=O)Nc1ccc(NS(=O)(=O)c2ccc(-c3csc(C)n3)s2)cc1
24.6	-4.1	1.2	2.3	-5.0	-7.2	-10.0	-1.4	i	-11.1	Cc1cc(S(=O)(=O)NCc2cccs2)ccc1-n1cnnn1
21.1	-1.9	-1.9	-1.9	-4.7	6.0	-0.5	x	i	-5.3	COc1ccc(C(CC(=O)O)NS(=O)(=O)c2ccc3c(c2)N(C(C)=O)CC(C)O3)cc1 (centres undefined)
27.1	-2.2	-1.2	0.8	-2.2	-17.9	1.0	-1.3	i	-1.7	O=[N+]([O-])c1ccc(N2CCN(c3ccc(F)cc3)CC2)nc1
11.7	-3.8	5.5	0.2	3.2	-7.4	-1.6	0.4	i	-1.9	CCOC(=O)c1c(-c2ccc(C)cc2)csc1NC(=O)CCN1CC(C)OC(C)C1 (centres undefined)
8.5	-6.7	-3.5	2.7	-0.7	-0.8	-2.5	0.5	i	2.5	CC1=C(C(=O)NC(C)c2ccccc2)C2(CCC(C)CC2)OC1=O (centres undefined)
2.5	12.6	2.2	11.9	5.9	-1.1	-29.6	1.0	i	9.2	CCC1Oc2ccc(C)cc2N(CC(=O)NCCC2=CCCCC2)C1=O (centres undefined)
17.3	-3.4	3.1	-0.4	3.3	-4.3	12.0	-0.1	i	15.2	Cc1cc(OCCCCCn2ccnc2)cc(C)c1Cl
7.9	30.4	0.0	2.7	3.4	4.1	-1.5	-1.4	i	56.2*	Cc1ccccc1Nc1nnc(SCc2cc([N+](=O)[O-])cc3c2OCOC3)s1
10.5	1.3	-1.7	4.4	-8.9	1.0	-1.6	-0.4	i	-10.6	C[C@@H]1NC(=O)N(CCCn2ccnc2)C1=O
15.3	-7.3	-2.9	-1.8	6.0	0.3	-1.5	-1.5	i	-11.5	Cc1cccc(S(=O)(=O)NC2CCCCCCC2)c1
18.1	-11.6	3.8	2.0	4.2	-4.0	-0.2	-1.3	i	2.9	O=C(Nc1ccc2c(c1)OCO2)N1CCN(c2ccccc2Cl)CC1
20.3	-3.0	2.7	3.4	u	1.9	-3.5	-0.5	i	9.2	CCN(CC)S(=O)(=O)c1ccc(C(=O)Oc2cc(C)[nH]c(=O)c2[N+](=O)[O-])cc1
13.6	25.2	-2.1	-4.1	6.3	0.5	-5.9	-2.8	i	29.3	CC(=O)C1=C(O)C(=O)N(c2ccc(Br)cn2)C1c1ccc(Br)cc1 (centres undefined)
30.6	3.7	-5.2	-1.9	2.5	5.8	-2.7	-1.1	i	2.1	Cc1ccc(CS(=O)(=O)Cc2ccc(C(=O)NC3CCCC3)o2)cc1
16.4	-8.1	-1.1	0.0	-1.1	1.9	2.1	-2.3	i	-3.4	COc1ccc(/C=C(/NC(=O)/C=C/c2ccccc2)C(=O)N2CCOCC2)cc1
51.3	-7.0	2.4	-4.3	u	-6.0	-4.7	-1.4	i	11.0	Cc1c(/C=N/NC(=O)C(C)(C)Oc2ccc(Cl)cc2)cnn1C
2.9	12.0	3.2	-0.9	0.0	1.9	-2.0	1.2	i	31.1	CCOC(=O)C1CCN(S(=O)(=O)c2nc3nc(C)cc(C)n3n2)CC1

3 compounds out of the list above, arranged by their value in AI-2 QS modul, largest number first:
AI-2 QS modul	HSF1 inh	HSP90 inh	GSK3B inh	HDAC3 inh	Platelet DG rel	Dyrk1A ADPGlo	GSK3 alpha inh	PolyA inh	HSF1 activator	smiles
30.6	3.7	-5.2	-1.9	2.5	5.8	-2.7	-1.1	i	2.1	Cc1ccc(CS(=O)(=O)Cc2ccc(C(=O)NC3CCCC3)o2)cc1
16.4	-8.1	-1.1	0.0	-1.1	1.9	2.1	-2.3	i	-3.4	COc1ccc(/C=C(/NC(=O)/C=C/c2ccccc2)C(=O)N2CCOCC2)cc1
7.9	30.4	0.0	2.7	3.4	4.1	-1.5	-1.4	i	56.2*	Cc1ccccc1Nc1nnc(SCc2cc([N+](=O)[O-])cc3c2OCOC3)s1

New compounds follow.
AI-2 QS modul	HSF1 inh	HSP90 inh	GSK3B inh	HDAC3 inh	Platelet DG rel	Dyrk1A ADPGlo	GSK3 alpha inh	PolyA inh	HSF1 activator	smiles
8.2	-4.1	-4.7	-0.6	5.2	-5.5	1.5	0.8	i	6.3	Cn1nc(CC(=O)Nc2cccc3ncccc23)c2ccccc2c1=O
9.5	-9.4	-1.6	-1.8	6.4	-0.8	5.0	0.5	i	-27.1	COc1ccc(OC)c(NC(=O)CSc2nnc3ccc(-c4ccncc4)nn23)c1
3.5	-6.1	1.2	-2.1	6.5	73.6*	-3.5	-3.0	i	-8.6	COc1ccc(S(=O)(=O)NCC(c2cccnc2)N2CCN(C)CC2)cc1C (centres undefined)
20.4	-2.0	-5.6	4.5	11.6	15.3	8.9	-3.2	i	26.5	CCOc1cc(/C=C2/C(=N)N3N=C(CC)SC3=NC2=O)ccc1OC(=O)c1ccco1
11.4	-2.2	-1.4	-3.7	-6.0	1.0	-0.9	-2.2	i	-9.8	CCOc1ccc(NC(=O)c2c(OC)cccc2OC)cc1
15.2	3.9	1.7	0.0	-0.7	4.2	-1.2	-0.6	i	-1.9	CSc1ccc(NC(=O)NCCCN2CCC(Cc3ccccc3)CC2)cc1
10.7	-4.4	-0.8	-2.5	x	11.2	3.9	x	i	3.8	Cc1cc(C)nc(/N=C(\N)N2CCCCCC2)n1
9.0	-0.2	0.0	-0.4	11.0	-0.8	x	-0.2	i	1.1	CCCc1ncc(CN2CCCCC2C(=O)Nc2ccc(Oc3ccccc3)nc2)cn1 (centres undefined)
45.4	9.4	-3.9	0.2	7.0	21.8	3.3	-2.1	i	6.5	Cn1cc(C(=O)NS(=O)(=O)Nc2ccc(Br)cn2)c2ccccc21
-82.9*	-4.7	1.0	-1.1	-2.0	-2.7	-1.3	-2.3	i	-19.4	CC(C)c1ccc(OCC(=O)NNC(=O)c2cnccn2)cc1
-5.6	-3.6	-4.0	1.2	-5.1	-10.2	x	-3.8	i	-6.6	Cc1c(C=C2C(=O)c3ccccc3C2=O)cc(C#N)n1C
1.1	-5.3	x	-1.5	8.6	-5.9	7.5	-1.5	i	13.1	CCSc1nnc(Cc2cc(=O)[nH]c(=O)[nH]2)n1-c1cccc(C)c1
19.8	-1.6	3.0	0.3	1.9	-1.2	6.7	-6.8	i	-7.2	CCC(CC)C(=O)Nc1ccccc1-n1cccc1
-5.2	0.7	2.2	-1.5	1.5	5.6	x	1.4	i	-18.1	CCN(CC)c1c([N+](=O)[O-])c(=O)n(CC)c2ccccc12
4.8	0.1	2.1	1.0	-3.2	0.2	-2.5	-0.6	i	8.3	N=C1C(=O)OCC1c1ccccc1NC(=O)Nc1ccccc1 (centres undefined)
8.5	1.3	1.9	-1.6	1.7	-3.3	8.7	24.6	i	-5.8	O=C(O)c1ccc2c(=O)n3c(nc2c1)/C(=C/c1ccccc1OC(F)F)CC3
15.8	8.9	-1.8	-0.8	0.6	3.5	-1.3	-4.2	i	10.6	Cc1ccc(SCC(=O)NC(=O)NC(C)C)c(C)c1
32.6	1.5	-4.1	-1.1	-7.5	0.0	-6.1	1.5	i	-20.0	COCCNC(=O)C(C)N1c2cccc3cccc(c23)S1(=O)=O (centres undefined)
